# ASM inhibitor = human S-ASM enzyme inhibition. placental ASM, HMU-PC fluorogenic substrate, 60 min. AID 504937. Potency, µM (series often up to 57.5 µM), inactives show at the highest dose activity change, negative = inhibition, most hits filed as inhibitors. 0.006% of 340,000 active; further: potency means the concentration at half of the fitted maximal effect
#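 Fluorescence read-out (Ex 386 nm, Em 447 nm) after stopping the reaction at pH 10. Enzyme: ASM from human placenta; substrate HMU-PC0, 9 uM final; 60 min, 37 °C. Compound preincubation 10 min, ambient temperature.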
# AT treatment = potential ataxia-telangiectasia treatments restoring KAP-1 phosphorylation; […] A-T fibroblasts, KAP-1 phosphorylation AlphaLISA; neocarzinostatin DNA damage 30 min before lysis; Potency, µM (doses to about 57.5 µM), for inactives: at the highest dose activation, actives largely listed as activators; 0.19% of 320,000 active; further: potency means the concentration at half of the fitted maximal effect; % of control where 0% means no effect; nearly all actives have a fitted effect of over 45% in size
#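 hTERT-immortalized A-T patient fibroblasts ([…]), 500 cells/well in OPTI-MEM, 1% FBS, got compounds for 60 min, then NCS for 30 min at 37C. Lysates were then assayed for phospho-KAP-1 by AlphaLISA (anti-pKAP1 donor, anti-KAP1 acceptor beads), 6 hr at 25C.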
# Mito fusion yeast = blocks mitochondrial division or promotes mitochondrial fusion. S. cerevisiae fusion-defective mutant growth rescue, CellTiterGlo 48 h. Potency, µM (doses to about 46.1 µM), for inactives: at the highest dose growth rescue (activation), usual class: activators. 0.23% of 320,000 active;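 further: potency means the concentration at half of the fitted maximal effect; % of control where 0% means no effect; nearly all actives have a fitted effect of over 45% in size; temperature-sensitive fusion mutants such as fzo1-1 at 37 °C on non-fermentable ethanol glycerol medium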
#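 Yeast fusion mutant, YPEG (non-fermentable carbon), compound, 48 h at 37C non-permissive; CellTiterGlo added, 10 min RT, luminescence read. Rescued growth = division inhibition.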
# BCR signal inh = blocks chronic active B-cell receptor signaling; ABC-DLBCL IkBa-CBG/CBR reporter, luminescence ratio, 4 h; Potency, µM (doses to about 46.1 µM), for inactives: at the highest dose ratio change, negative = lower green/red ratio, actives largely listed as inhibitors; 0.05% of 340,000 active; active means well fitted inhibition curve with a large enough effect in the signal ratio, with a control signal flat, not every such curve was filed as active; inconclusive means small, poorly fitted or top-dose-only effect, or effect the other way, or a change in a side signal; the % refers to the signal ratio;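 further: potency means the concentration at half of the fitted maximal effect; plate controls were basal doxycycline-induced cells for no effect and cells given 10 µM MG132 for full effect; MG132 reads +100%, hits lower the ratio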
#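 Concentration-response series (up to 46 uM) were applied to TMD8 dual-reporter cells for 4 h at 37C with doxycycline. Green/red ratio, after filter-overlap correction, defined %Activity; red signal alone was normalised to basal cells and zero luminescence.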
# TSHR antagonist = human thyrotropin receptor antagonism | P16473 | TSHR-expressing cells, TSH-stimulated cAMP HTRF, 2 h; hits give low values | activity change, negative = inhibition, % at 11.5 µM | 0.2% of 330,000 active;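 active means activity change below a set negative limit, meaning inhibition stronger than a set level, cut at about -70% in these data; inconclusive means activity change between two set negative limits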; further: on the % scale 0 is the no-effect control and ±100 the full control effect
#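 Competitive HTRF cAMP read-out (cryptate anti-cAMP antibody, cAMP-d2; 30 min, room temperature) in freshly harvested TSHR cells. Compounds added before TSH at EC80 (4nM final), followed by 2 hours' incubation at 37 deg C.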
# Integrin act MD = activates integrin-mediated alleviation for muscular dystrophy; alpha7betagal myoblasts, beta-gal FDG fluorescence, 48 h; Potency, µM (top dose mostly 38.3 µM), without a hit: at the highest dose activation, usual class: activators; 0.064% of 350,000 active;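 further: potency means the concentration at half of the fitted maximal effect; 100% = response of the positive control SU9516; nearly all actives have a fitted effect of over 60% in size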
#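 Alpha7betagal+/- myoblasts (passage 13) were plated 16-24 hr, then exposed to compounds (1:260 dilution of DMSO stock) for 48 hours at 37C. After MPER lysis, β-galactosidase reporter activity was read as FDG fluorescence (ex 480/em 540) after 30 minutes.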
# TCR act = activates T cell receptor signaling; primary human leukocytes, anti-CD3, IL-2 HTRF, 48 h; Potency, µM (titrated, usually from 9.22 µM), inactives show at the highest dose activation of IL-2 secretion, actives largely listed as activators; 330,000 tested, under 10 active; further: % of control where 0% means no effect
#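 Primary human leukocytes incubated 48 hr with anti-CD3 beads plus compound, without co-stimulation. Secreted IL-2 measured by HTRF (europium cryptate/d2 anti-IL-2 pair, 320 nm excitation, 665 nm emission).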
# ELG1 repair inh = blocks ELG1-dependent DNA repair in HEK293T cells. AID 504467. HEK293T ELG1-luciferase reporter, luminescence, 16 h; DNA damage induced by 5-fluorouridine. 2.3% of 330,000 active. Potency, µM (doses to about 46.1 µM), inactives show at the top dose activity change, negative = inhibition, most hits filed as inhibitors; further: potency means the concentration at half of the fitted maximal effect; on the % scale 0 is the no-effect control and ±100 the full control effect; nearly all actives have a fitted effect of over 55% in size
#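 Luminescence from the luciferase reporter, measured 30 min after ONE-Glo reagent at room temperature, was the read-out. Beforehand, 2,000 cells per well were exposed for 16 hr at 37 °C to 5-fluorouridine together with compound or vehicle.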
# PTAP TSG101 blk = blocks PTAP/TSG101 interaction to inhibit HIV-1 budding; Q99816; Fluorescence polarization, FITC-PTAP peptide / Tsg101 binding; Potency, µM (top dose mostly 115 µM), without a hit: top-dose activity change, negative = inhibition, most hits filed as inhibitors; 340,000 tested, under 10 active; AID 493005; active means well fitted inhibition curve with a large enough effect in the main read-out, with a control signal flat, not every such curve was filed as active; inconclusive means small, poorly fitted or top-dose-only effect, or effect the other way, or a change in a side signal; inactive means no such curve, though single readings can be large or run the other way; further: potency means the concentration at half of the fitted maximal effect; % of control where 0% means no effect
#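 Compounds were pin-transferred onto Tsg101 binding domain (10 uM final) in HEPES pH 7.5 buffer, then FITC-PTAP peptide was added at 50 nM final. After 20 min at RT, polarization reported peptide displacement across a qHTS concentration series.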
# Eya2 phos inh = inhibitors of human Eya2 phosphatase activity | recombinant Eya2, OMFP fluorescence dephosphorylation (OMFP is methylfluorescein phosphate) | Potency, µM (titrated, usually from 76.9 µM), for inactives: at the highest dose activity, negative = inhibition, actives largely listed as inhibitors | 0.006% of 330,000 active; further: potency means the concentration at half of the fitted maximal effect; on the % scale 0 is the no-effect control and ±100 the full control effect
# Target sequence (O00167 whole entry, looked up): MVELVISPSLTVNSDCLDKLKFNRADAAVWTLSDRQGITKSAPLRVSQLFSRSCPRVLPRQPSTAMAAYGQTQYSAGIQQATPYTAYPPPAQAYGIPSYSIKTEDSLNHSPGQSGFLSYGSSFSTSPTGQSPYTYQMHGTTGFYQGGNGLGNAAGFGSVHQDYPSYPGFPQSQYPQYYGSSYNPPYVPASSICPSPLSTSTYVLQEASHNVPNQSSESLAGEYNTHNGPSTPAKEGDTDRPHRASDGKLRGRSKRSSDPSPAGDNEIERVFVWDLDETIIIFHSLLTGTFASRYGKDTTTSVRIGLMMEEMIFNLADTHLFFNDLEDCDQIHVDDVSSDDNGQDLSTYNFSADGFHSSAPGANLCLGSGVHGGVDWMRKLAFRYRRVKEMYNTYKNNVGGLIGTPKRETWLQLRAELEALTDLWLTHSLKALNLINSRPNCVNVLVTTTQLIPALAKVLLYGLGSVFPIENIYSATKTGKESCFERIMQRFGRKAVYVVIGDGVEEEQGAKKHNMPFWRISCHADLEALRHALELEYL
#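 Eya2 protein (added as 0.2 uM solution) was preincubated with compound for 10 min at ambient temperature in 50 mM HEPES pH 7.5, 50 mM NaCl, 5 uM MgCl2, 0.05% BSA, 1 mM DTT. OMFP (added at 50 uM) then reacted 10 min; fluorescence read at 485/525 nm.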
# Tb PFK inh = inhibitors of T. brucei phosphofructokinase; O15648; T. brucei PFK, ADP-Glo luminescence; Potency, µM (doses to about 57.5 µM), for the others: top-dose activity, negative = inhibition, hits mostly inhibitors; 0.17% of 330,000 active; AID 485367;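 further: potency means the concentration at half of the fitted maximal effect; 0% = uninhibited 1x PFK enzyme wells and -100% = no-enzyme wells; nearly all actives have a fitted effect of over 60% in size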
# Target sequence (O15648 whole entry, looked up): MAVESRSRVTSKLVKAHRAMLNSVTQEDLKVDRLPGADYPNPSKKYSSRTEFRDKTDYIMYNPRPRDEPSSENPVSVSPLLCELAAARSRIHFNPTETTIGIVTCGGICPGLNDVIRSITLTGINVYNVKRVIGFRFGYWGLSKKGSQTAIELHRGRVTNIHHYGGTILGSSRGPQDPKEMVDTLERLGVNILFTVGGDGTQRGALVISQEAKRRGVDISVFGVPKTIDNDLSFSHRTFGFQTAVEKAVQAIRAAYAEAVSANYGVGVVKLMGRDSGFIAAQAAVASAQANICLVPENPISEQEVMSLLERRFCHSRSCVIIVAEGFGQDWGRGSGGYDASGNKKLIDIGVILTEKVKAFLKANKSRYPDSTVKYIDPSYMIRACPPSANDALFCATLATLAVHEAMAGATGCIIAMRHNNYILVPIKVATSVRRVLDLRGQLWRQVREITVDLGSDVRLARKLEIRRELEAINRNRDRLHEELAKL
#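 Compounds were pin-transferred as a titration series up to 57 uM into substrate buffer (0.5 mM F6P, 0.1 mM ATP, pH 8.0), then 1.25 nM PFK was added and reactions ran 45 min before ADP-Glo detection.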
# The depositor's hits bear a star; u = inconclusive; x = not tested or not shown; [ ] = remark or other dose. Unless noted, the call rests on the fitted dose curve; in most records, active means well fitted curve in the direction sought with a large enough effect; inconclusive means small, poorly fitted or top-dose-only effect, or another doubt; inactive means no such curve, though single readings can be large; an effect the other way counts as inactive or inconclusive.
SMILES,ASM inhibitor,AT treatment,Mito fusion yeast,BCR signal inh,TSHR antagonist,Integrin act MD,TCR act,ELG1 repair inh,PTAP TSG101 blk,Eya2 phos inh,Tb PFK inh
CCCN(CC(=O)Nc1ccc(F)c(F)c1F)C(=O)Cn1c(=O)cnc2ccccc21,4%,4%,-2%,-6%,-3,-7%,1%,4%,1%,-12%,21%
OCCCNc1nc(-c2ccc(Cl)cc2)nnc1-c1ccc(Br)cc1,-6%,4%,13µM*,u,-2,-5%,5%[46.1 µM],-21%,5%,-4%,-1%
CCCCc1nc2ccc(S(=O)(=O)O)cc2[nH]1,0%,23%,1%,7%,34,13%,-5%,-16%,1%,8%,0%
O=C(OCc1cccnc1)C1=Cc2ccccc2OC1,10%,0%,-3%,11%,-38,6%,-10%,27%,-3%,5%,-1%
COc1ccc(NC(=O)C2CCC(=O)N2C(=O)OCc2ccccc2)cc1 (centres undefined),2%,0%,1%,-1%,8,0%,0%,23%,-1%,-7%,-5%
CCOC(=O)c1nn(-c2cccc(Cl)c2)c2nc(Nc3ccccc3)cc(=O)n12,-11%,1%,u,2%,2,8%,1%[46.1 µM],u,-2%,-5%,-2%
Cc1ccc2nc(/C(C#N)=N/O)[nH]c2c1,-1%,0%,-3%,u,-2,1%,6%,22%,0%,-4%,-3%
Cc1ccc(-n2ncc3c(=O)[nH]cnc32)c(C)c1,0%,3%,-1%,3%,8,-4%,8%,-23%,0%,21%,0%
CC(=O)c1c(C)n(C)c2ccc(OC(=O)c3ccco3)cc12,-2%,-16%,-10%,u,-2,12%,0%,-16%,-6%,-10%,-6%
CC(C)NC(=O)c1onc(CSc2ccc(F)cc2)c1C(=O)NC(C)C,27%,20%,19%,-1%,5,1%,0%,7%,-9%,-15%,-2%
Cc1nc(-c2ccc(C(=O)Nc3ccccc3F)cc2)cs1,3%,2%,-14%,u,-3,13%,-10%,u,-2%,2%,-13%
O=C(Nc1ccccc1C(=O)O)c1ccc(N2C(=O)C3CC=CCC3C2=O)cc1 (centres undefined),3%,8%,-1%,-1%,-25,-3%,-1%,-1%,-1%,5%,3%
c1ccc(C[C@H]2CN=C(Nc3ccccc3)N2CC2CCCCCC2)cc1,-6%,0%,x,-2%,4,-1%,9%,1%,-1%,-20%,0%
Cc1ccc(C(=O)N/N=C/c2c(O)ccc3ccccc23)cn1,-8%,-20%,14%,u,-7,4%,13%,u,-2%,12%,2%
Cc1ccccc1NC(=O)Cc1nnc(SCC(=O)Nc2ccccc2)n1C,1%,-7%,-8%,-2%,7,-19%,-2%,6%,0%,3%,-24%
COc1ccccc1OCCCCn1c(C(C)O)nc2ccccc21 (centres undefined),-1%,25%,-1%,-3%,-4,10%,-15%,u,-4%,1%,1%
COC(=O)/C(=C/c1cccnc1)NC(=O)c1ccccc1,2%,0%,-1%,1%,-2,-1%,-4%[46.1 µM],11%,-1%,6%,6%
CCOc1ccc(NC(=O)NC2CCCc3ccccc32)cc1 (centres undefined),-2%,3%,-2%,u,7,2%,1%,u,-1%,9%,1%
Cc1cnc(NC(=O)C2CCCO2)s1 (centres undefined),3%,3%,4%,9%,-1,3%,-1%,10%,-2%,-15%,0%
CCn1c(SCC(=O)Nc2ccccc2C)nc2nc3c(cc2c1=O)COC(C)(C)C3,-3%,1%,4%,-17%,-9,-15%,1%,13µM*,1%,9%,-3%
O=C(CSc1n[nH]c(-c2ccccn2)n1)Nc1ccc(Cl)cc1,-7%,-2%,-1%,6%,-18,-20%,-3%,21µM*,-2%,-12%,5%
Sc1nnc(-c2ccc(Cl)cc2)n1Cc1ccccc1,-1%,0%,2%,-2%,2,-4%,-2%,20%,-1%,9%,1%
COc1ccc(C(CNC(=O)Cc2ccccc2Cl)N2CCCCC2)cc1 (centres undefined),4%,3%,-2%,u,3,-49%[inhibitor],14%,22%,-3%,7%,-1%
CS(=O)(=O)Nc1ccc(C(=O)CSc2nnc(C3CC3)n2C2CC2)cc1,x,-1%,-2%,5%,-6,7%,1%,13%,-2%,4%,1%
COc1cc(C(=O)N2CCC(O)(c3ccccc3)CC2)cc(OC)c1OC,-1%,0%,0%,-2%,-4,-6%,x,3%,-1%,17%,2%
CC(C)C(c1nnnn1C1CCCC1)N1CCCCC1 (centres undefined),-2%,2%,1%,u,29,9%,3%,8%,-3%,-8%,-6%
COC(=O)C/C=C/[C@@H](C)[C@@H](/C=N/OC[C@H]1O[C@H](c2ccccc2)C=C[C@@H]1Oc1ccc(OC)cc1)OC,x,9%,0%,-6%,-23,x,x,u,x,-9%,-2%
CCOc1ccc(C(=O)Nn2cnnc2)cc1OCC,5%,-3%,0%,6%,10,-11%,5%,0%,0%,4%,-6%
COc1ccccc1-n1c(SCC(=O)Nc2ccccc2C)nc(O)cc1=O,-3%,1%,4%,0%,-31,3%,3%,4%,-4%,16%,5%
CC1CCCN(CCCOc2ccccc2-c2ccccc2)C1 (centres undefined),-2%,-3%,11%,3%,-2,-65%[inhibitor],5%,-6%,-5%,-13%,-7%
C/C(=N\NS(=O)(=O)c1ccc([N+](=O)[O-])cc1)c1ccc(NC(=O)c2ccco2)cc1,-7%,-10%,1%,u,-5,u,4%,u,0%,4%,-9%
CCN(CC)S(=O)(=O)c1ccc(Br)c(OC)c1,-2%,8%,0%,u,-8,-4%[7.66 µM],3%,22%,-6%,2%,-1%
Cc1ccc2c(c1)[C@@H]1[C@H](CO2)[C@H](c2ccccc2)[C@@]2(C)C(=O)N[C@H](C)C(=O)N12,0%,-9%,x,-1%,-7,-21%,-33%,-2%,0%,-8%,0%
CCC1(CC)Cc2ccccc2-c2nc(NCCO)[nH]c(=O)c21,52%[activator],3%,-6%,0%,-6,7%,3%[46.1 µM],6%,-1%,-2%,5%
C/C=C/c1ccc(OCCCNCC(C)O)c(OC)c1 (centres undefined),-4%,5%,-5%,0%,-5,-57%[inhibitor],6%,10%,-5%,3%,4%
CCN(CC)Cc1ccc(NC(=O)c2sc3cc(Cl)ccc3c2Cl)cc1,-13%,9%,-24%,0%,-7,-29%,7%,33%,-3%,1%,1%
NC(=O)C1CCN(C(=O)c2cccc3ccccc23)CC1,0%,3%,-3%,-2%,-1,-24%,2%,-2%,3%,11%,1%
O=C1CC(C(=O)O)S/C(=N\NC(=O)c2ccccc2)N1 (centres undefined),-1%,-6%,-2%,-2%,2,-6%[7.66 µM],x,23%,-4%,19%,2%
Cc1nc(S(=O)(=O)N2CCN(C3c4ccccc4-c4ccccc43)CC2)cn1C,-1%,5%,0%,-1%,12,-14%,-4%,-2%,-1%,-3%,0%
Cc1cccc(NC(=O)COC(=O)c2ccc3nc(C)c(C)nc3c2)c1,-14%,7%,x,1%,x,5%,12%,u,-1%,9%,-2%
Nc1ccc(C(=O)NNC(=O)C2COc3ccccc3O2)cc1[N+](=O)[O-] (centres undefined),-5%,2%,5%,6%,-4,20%,x,7%,2%,-12%,10%
CC(C)N(CC#CC(O)(c1ccccc1)c1ccccc1)C(C)C,-1%,x,x,u,4,-21%,x,-2%,0%,-6%,-23%
Nc1nonc1-c1nc2ccccc2n1Cc1ccc(F)cc1Cl,-12%,0%,4%,4%,28,8%,-2%,18%,-24%,3%,0%
COc1cccc(-c2cc(C(=O)NCCc3ccccc3)no2)c1,0%,9%,0%,-2%,-10,13%,4%,u,-4%,12%,-1%
CNNC(=O)C(=O)NNS(=O)(=O)c1ccccc1,-1%,0%,-7%,0%,1,-7%,2%,0%,1%,1%,-3%
